# H9c2 TAG inh – inhibitors of triacylglycerol accumulation, primary screen, cell-based, uHTS, fluorescence, H9c2; H9c2 cells, Nile Red lipid (TAG) fluorescence; cells loaded with 200 µM oleic acid; inhibition, % at 12.5 µM; 0.66% of 230,000 active; AID 651582, 2012;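 active = pattern-corrected inhibition of lipid staining of at least 50% with the nuclear-stain viability signal not falling by more than 50%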;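 also: 0% = DMSO wells and 100% = triacsin C control wells; some results filed as inactive read as strong as hits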
# H9c2 TAG inh DAPI viability – recorded beside H9c2 TAG inh, whose call it bears; DAPI nuclei signal change (viability), lower = more cytotoxic, %;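 whole-well DAPI fluorescence read on a plate reader as a viability signal; minus 50 percent equals half of cells still viable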
# An asterisk follows results filed as active. An excerpt, so the mix of outcomes need not match the whole.
# Start of the listing, in advance (3 entries):
SMILES,H9c2 TAG inh,H9c2 TAG inh DAPI viability
CCn1nc(C(=O)OCC(=O)c2c[nH]c3ccccc23)c2ccccc2c1=O,2,10
O=C(NCCc1ccc(F)cc1)c1ccc(S(=O)(=O)N2CCCCC2)cc1,-2,-3
CCC(=O)OCCNc1cc(SCCC(=O)OC)c2nonc2c1[N+](=O)[O-],15,-17

# The list itself, from the first entry:
SMILES,H9c2 TAG inh,H9c2 TAG inh DAPI viability
CCn1nc(C(=O)OCC(=O)c2c[nH]c3ccccc23)c2ccccc2c1=O,2,10
O=C(NCCc1ccc(F)cc1)c1ccc(S(=O)(=O)N2CCCCC2)cc1,-2,-3
CCC(=O)OCCNc1cc(SCCC(=O)OC)c2nonc2c1[N+](=O)[O-],15,-17
CN(CCc1cnn(C)c1)Cc1nc(Cc2ccccc2)no1,1,-2
CC(=O)C1=C(O)C(=O)N(CCc2c[nH]c3ccccc23)C1c1ccc(O)cc1 (stereo not given),0,0
CC1CCC(NC(=O)C(=O)Nc2ccc3c(c2)OCO3)CC1 (stereo not given),8,-7
CCOC(=O)[C@H]1[C@H]2COc3ccc(Br)cc3[C@@H]2N2C(=O)CN(Cc3ccc(OC)cc3)C(=O)[C@@]12C,7,-1
O=C(CCC(=O)N1CCN(c2ccccn2)CC1)c1ccc(Cl)s1,-8,-4
Cc1ccccc1Nc1nc(N)c2ccccc2n1,-3,3
COc1ccccc1OCCC(=O)OCC(=O)NC(C)c1ccccc1 (stereo not given),-3,-6
O=[N+]([O-])c1cccnc1C1OCCO1,-4,0
Cc1cc2c(cc1S(=O)(=O)N1CCc3ccccc31)NC(=O)CO2,-3,-3
CNC(=O)c1c(C)[nH]c(=S)c(C#N)c1-c1ccco1,5,-5
Cc1ccc(S(=O)(=O)N2C[C@H]3N(C(=O)OC(C)C)N(C(=O)OC(C)C)C[C@H](OC(=O)NCc4ccco4)[C@@]3(O)C2)cc1,4,-3
CNC(=S)Nc1ccc([N+](=O)[O-])cc1C,-5,4
CCCN(CC(=O)Nc1ccccc1C)C(=O)c1ccc(N2CCCCC2)c([N+](=O)[O-])c1,36,3
COc1ccc(C)cc1S(=O)(=O)N1CCN(c2cccc(C(F)(F)F)c2)CC1,-14,0
CCCCCC(=O)N1C[C@H](n2cc(-c3ccc(F)cc3)nn2)[C@@H](O)C[C@@H]1c1ccc(OC)cc1,-27,0
S=C1NCN(Cc2cccnc2)CN1,-3,-1
COc1ccc(CNC(=O)Nc2nnc([C@@H]3C[C@H](O)[C@@H](CO)O3)s2)cc1,6,-7
Cc1ccc(C(=O)Nc2ccc(C(=O)O)cc2)cc1S(=O)(=O)NCc1ccccc1,13,-12
C=C(C)C(=O)OCC(O)COc1ccc(C(C)(C)c2ccc(OCC(O)COC(=O)C(=C)C)cc2)cc1 (stereo not given),22,-15
O=C(CCCC(=O)N1CCc2ccccc21)N1CCc2ccccc21,-2,0
O=C1CC(N2CCCN(C3CC(=O)N(c4ccc(F)cc4)C3=O)CC2)C(=O)N1c1ccc(F)cc1 (stereo not given),-5,7
O=C(CCC(=O)N1CCSc2ccccc21)NCCc1ccccc1,10,-18
O=C(O)c1cc([N+](=O)[O-])ccc1NCc1ccccc1,1,1
COc1ccccc1NS(=O)(=O)c1ccc(C(=O)NCC(c2ccco2)N(C)C)cc1 (stereo not given),-3,-14
O=C1NN=C(c2ccccc2)CC1c1ccc(Cl)cc1Cl (stereo not given),-5,-2
COc1ccc(CN(C)C(=O)CSc2nnc(C3CC3)n2C2CC2)cc1,-6,-10
O=S(=O)(O)CCN1CCOCC1,-3,6
Cc1c(C(=O)c2ccc(F)cc2)c2ccccn2c1CCc1ccccn1,-21,19
CN(C)S(=O)(=O)c1ccc(Cl)c(NC(=O)CN2CCNC(=O)C2)c1,8,-4
Nc1ccccc1C(=O)N=Nc1[nH]c(N)c2ccccc12,-2,-5
O=C(COC(=O)Cc1cn2ccsc2n1)NC12CC3CC(CC(C3)C1)C2,11,-6
N#Cc1c(-c2ccc(Cl)cc2)c(C#N)c(=O)n(N)c1N,4,0
O=C(Nc1cccc(Oc2ccccc2)c1)c1ccc(-n2cncn2)c2ccoc12,-7,3
CC(=O)c1ccc(OCc2cc(C(=O)N3CC[C@@H]4CCCC[C@H]4C3)no2)cc1,-16,3
CO/N=C1\CCCc2c(C(=O)NN)sc(SC)c21,6,7
Cc1ccc(-c2nc3sc4c(c3c(=O)n2N)CC(C)(C)OC4)cc1,5,8
COc1cc(-c2nc3cccc(C)n3c2NCC2CCCO2)ccc1O (stereo not given),-4,56
CCc1ccc(Nc2nc(C)cc(C)n2)cc1,9,1
CCOC(=O)c1sc(=S)n2c1[nH]c(=O)c1ccc(C(=O)OC)cc12,-9,-11
CCCNC(=O)c1nnsc1Sc1ccc(Cl)cc1,-22,0
O=C1CSC(c2ccncc2)N1Cc1ccc(F)cc1 (stereo not given),15,-5
CC(=O)Nc1ccc(-c2ccnc3c2CC(C(=O)Nc2ccc(Cl)c(C(F)(F)F)c2)O3)cc1 (stereo not given),-17,-2
COC(=O)c1ccc(CSc2nnc(CNC(=O)c3ccc(OC)cc3)o2)o1,2,11
O=C(Nc1ccccc1)[C@@H]1CCCN1S(=O)(=O)c1ccc(Cl)cc1,-6,2
CN(Cc1cccc(F)c1)C(=O)c1ccccc1Sc1ccccc1C#N,-19,-3
COC(=O)c1ccc(C)c(NS(=O)(=O)c2ccc(C)c([N+](=O)[O-])c2)c1,-2,-14
NC(=S)NNc1cccc2cccnc12,10,-17
CCCCN1CC(=O)N2[C@H]3c4ccc(OC)cc4OC[C@@H]3[C@H](c3ccccc3)[C@]2(C)C1=O,-3,-3
COc1ccc(-c2noc(CCC(=O)NCC3CCCO3)n2)cc1 (stereo not given),-18,-3
Cc1ccc(S(=O)(=O)NCCC(=O)OCc2ccc([N+](=O)[O-])cc2)cc1C,-31,7
O=c1c(-c2ccc(Cl)cc2)[n+]([O-])c2ccccc2n1OCc1ccccn1,2,0
Cc1ccnc2nc(C(=O)OCCOc3ccc(Cl)cc3)nn12,-6,5
Cc1cc(NC(=O)COC(=O)c2n[nH]c3ccccc23)no1,44,-3
Oc1ccccc1C1CC(c2cccs2)=NC(c2cccc(Br)c2)N1 (stereo not given),-7,8
Clc1ccc(C=NN2CCCCCC2)cc1,-12,0
CCc1ccc(NC(=S)Nc2ccc3[nH]c(=O)[nH]c3c2)cc1,4,1
CCCN(CC(=O)Nc1ccccc1OC)C(=O)c1ccc(S(=O)(=O)Nc2ccccc2OC)cc1,30,-13

# Other entries
SMILES,H9c2 TAG inh,H9c2 TAG inh DAPI viability
Cc1ccc(NC(=O)COC(=O)CN2CCSC2=O)cc1F,12,0
CCC1CCCCN1C(=O)CSc1nnc(-c2ccco2)o1 (stereo not given),13,3
CCc1nnc(NC(=O)c2ccc(S(=O)(=O)N3CCOCC3)cc2)s1,9,-5
NC(=O)CC(c1ccccc1)c1ccc2c(c1)OCO2 (stereo not given),3,-2
N#Cc1ccc(Nc2nc(-c3ccc(O)cc3O)cs2)cc1C(F)(F)F,-5,9
O=C(CSc1nnnn1-c1cccc2ccccc12)N1CCOCC1,-20,18
COc1ccc(Cl)cc1-c1nc(SCC(=O)NC(C)C(C)C)n[nH]1 (stereo not given),4,-7
COCCNC(=S)NNC(=O)c1cccs1,-4,1
O=c1[nH]c(-c2ccc(O)cc2)nc2scc(-c3cccs3)c12,11,4
CC(C)C(NC(=O)C1(NC(=O)OCc2ccccc2)CCCC1)C(=O)O (stereo not given),-8,12
CC(C)c1ccc(/C=C/C(=O)NC(=S)NN2CCOCC2)cc1,6,8
CCOCCCNCC(=O)Nc1cc(S(=O)(=O)N2CCOCC2)ccc1N1CCOCC1,-21,12
Cc1oc(-c2ccccc2Cl)nc1CS(=O)(=O)CC(=O)NCCc1ccccc1,5,-1
CC#CC(=O)NC1CCCN(C2Cc3ccccc3C2)C1 (stereo not given),25,-17
COc1cccc(C(=O)Nc2ccc(S(=O)(=O)N3CCCCC3)cc2)c1OC,9,6
OCCC1CN(Cc2cnn(-c3ccc(F)cc3)c2)CCN1Cc1ccsc1 (stereo not given),-20,14
COC(=O)C1=C(C)NC2=C(C1c1ccc(O)cc1)S(=O)(=O)c1ccccc12 (stereo not given),-2,-3
CC1=C(C(=O)OC2CCCC2)C(c2coc3ccc(C)cc3c2=O)C2=C(CCCC2=O)N1 (stereo not given),-2,1
CCCOC(=O)c1ccc(-n2nnnc2SCC(=O)N2CCCCC2)cc1,5,0
CC1(C)CC(=O)C=C(NCc2cccs2)C1,2,12
COc1ccccc1CNc1nc(NCc2ccc3occc3c2)c2sccc2n1,-36,16
Cc1cc(C(=O)OCC(=O)N2CCN(C(=O)c3ccco3)CC2)c(C)n1-c1ccc(F)cc1,-21,4
O=C(Cn1nc(-c2ccccc2)c2ccccc2c1=O)Nc1ccccn1,1,11
CCNCCNC(=O)c1c(O)c2cccc3c2n(c1=O)CCC3,7,6
Cc1nccn1CCC(=O)O,-1,-6
O=[N+]([O-])/C(C(Cl)=C(Cl)Cl)=C(/Sc1ccccc1)N1CCCCC1,3,1
C=CCOC(=O)C1=C(C)Nc2[nH]c(=O)[nH]c(=O)c2C1c1ccccc1 (stereo not given),7,-3
CCOC(=O)C(C)(C)Sc1nc2c(cnn2-c2ccc(C)cc2)c(=O)[nH]1,-12,0
Cc1ccc(/C=N/N2CCN(C3c4ccccc4-c4ccccc43)CC2)o1,-2,7
O=C(O)c1ccc(N2C(=O)CC(N3CCN(c4cccc(C(F)(F)F)c4)CC3)C2=O)cc1 (stereo not given),-3,-6
O=C(COC(=O)c1ccc(Cl)cc1[N+](=O)[O-])NCc1ccco1,-10,1
O=[N+]([O-])c1ccccc1CNCCCCCO,-1,1
CCS(=O)(=O)Nc1ccc(NC(C)=O)cc1,29,-19
C/C(CC(=O)Nc1ccccn1)=N\NC(=O)c1cnccn1,8,-8
CCOC(=O)Cc1nnc(Nc2ccc(C(=O)NC)cc2)c2ccccc12,-14,0
O=C(CNC(=S)N(Cc1ccccc1)Cc1ccccc1F)NCCc1ccccc1,10,-14
Cc1cc(N/N=C/c2ccccc2)nc(N)n1,1,1
CCS(=O)c1ccccc1C(=O)OCC(=O)Nc1cccc(S(=O)(=O)N2CCCCC2)c1 (stereo not given),-7,0
O=C(Nc1ccc([N+](=O)[O-])cc1Br)c1cc2ccccc2nc1Cl,-17,2
CCOC(=O)c1cnc2c(OC)cccc2c1N1CCN(c2ccccc2OC)CC1,20,3
COc1ccc(-c2cc(C(=O)NC3CCCC3)c3ccccc3n2)cc1OC,9,-4
O=C(O)c1cccc(S(=O)(=O)N2CCc3ccccc3C2)c1,-7,0
CC1(C)Cc2c(C#N)c(SCc3ccccc3)nc(N3CCOCC3)c2CO1,31,1
CC(=O)Nc1cccc(C(=O)NC2CCCc3c2cnn3-c2cc(C)cc(C)c2)c1 (stereo not given),24,-10
CCCSc1cc(N)cc([N+](=O)[O-])c1,13,-1
CCOC(=O)CNc1nc(Oc2ccc(=O)n(C)n2)nc(N(CC)CC)n1,22,-13
COc1ccc(OC)c(C2=NOC(C(=O)NCc3ccco3)C2)c1 (stereo not given),-9,10
COc1ccc(NC(=O)N(Cc2ccc(C)cc2)Cc2cccnc2)c(OC)c1,-27,-5
COc1ccc(NC(=S)NC(=O)c2csnn2)cc1,8,-7
CN1CCN(S(=O)(=O)c2ccc(N)cc2)CC1,-3,5
COc1cc(CCCN2CCNC[C@@H]2Cc2ccc(O)cc2)cc(OC)c1OC,18,-21
O=C(O)C1CCCN(S(=O)(=O)c2ccc(F)cc2)C1 (stereo not given),10,-4
CCS(=O)(=O)c1ccc(S(=O)(=O)CC)s1,29,-22
COc1ccc(N2C(=O)CC(NCc3ccncc3)C2=O)cc1 (stereo not given),8,-3
Cc1onc(-c2c(F)cccc2Cl)c1C(=O)N1CCOC12CCCCC2,-29,5
CCOc1ccc(CCN2C(=O)C(=O)N([C@@H](CC(C)C)CN3CCC[C@@H]3CN3C(=O)C(=O)NC[C@@H]3Cc3ccccc3)C[C@@H]2Cc2ccc(O)cc2)cc1,-3,3
O=C(Nc1cccc([N+](=O)[O-])c1)N1CCCc2ccccc21,-2,-5
O=C(CSc1cn(CC(=O)N2CCCCCC2)c2ccccc12)NCC1CCCO1 (stereo not given),10,-8
CCOc1ccccc1C(=O)OCC(=O)Nc1cccc(S(=O)(=O)N2CCCC2)c1,-4,5
CC(=N/O)/C(=N\O)c1ccc(C)o1,-3,6

# Quoted at random: 3 records from the list
SMILES,H9c2 TAG inh,H9c2 TAG inh DAPI viability
Oc1ccccc1C1CC(c2cccs2)=NC(c2cccc(Br)c2)N1 (stereo not given),-7,8
Cc1cc(N/N=C/c2ccccc2)nc(N)n1,1,1
CN(Cc1cccc(F)c1)C(=O)c1ccccc1Sc1ccccc1C#N,-19,-3

# Four of the compounds above, as labelled records.
> COc1ccc(NC(=S)NC(=O)c2csnn2)cc1
  H9c2 TAG inh: 8
  H9c2 TAG inh DAPI viability: -7
> O=C(O)C1CCCN(S(=O)(=O)c2ccc(F)cc2)C1 (stereo not given)
  H9c2 TAG inh: 10
  H9c2 TAG inh DAPI viability: -4
> CCOc1ccccc1C(=O)OCC(=O)Nc1cccc(S(=O)(=O)N2CCCC2)c1
  H9c2 TAG inh: -4
  H9c2 TAG inh DAPI viability: 5
> COc1ccc(N2C(=O)CC(NCc3ccncc3)C2=O)cc1 (stereo not given)
  H9c2 TAG inh: 8
  H9c2 TAG inh DAPI viability: -3

# (next part)
SMILES,H9c2 TAG inh,H9c2 TAG inh DAPI viability
CN(C)/C=C/C(=O)c1ccc(Br)cc1,-6,8
O=c1[nH]c2ccc(NCc3ccc(F)cc3)cc2[nH]1,-8,-6
CC(Sc1nnc(C2CC2)n1C1CC1)C(=O)Nc1cccc(S(=O)(=O)N(C)C)c1 (stereo not given),-15,-4
COc1cccc(NC(=O)c2ccc(S(=O)(=O)N3CCCCC3)cc2)c1,27,-26

# Screening results from PubChem.
